Screening results: PubChem, several laboratories
TNAP inhibition = human TNAP enzyme inhibitors, biochemical, luminescent (AID 518); 64,000 compounds, 0.09% hits; Alkaline phosphatase, tissue-nonspecific isozyme (Homo sapiens); inhibition, % at 20 µM, or IC50 in µM where a hit was titrated; purified TNAP enzyme, luminescent substrate readout; higher % means a stronger effect; in the data active = a potency from the dose series; inactive = the rest, 99 in 100 with inhibition below about 22%;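 note: plate controls were vehicle for no effect and reference inhibitor for full effect; many of its hits are not listed in these tables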
Bfl-1 inhibitors = Bfl-1 inhibitors, primary screen, biochemical, fluorescence polarization, FITC-Bid, mouse (AID 432); Bcl-2-related protein A1 (Mus musculus); FITC-Bid BH3 peptide fluorescence polarization displacement; higher % means a stronger effect; displacement, % at 20 µM; hits with a dose series show IC50 in µM; 64,000 compounds, 0.02% hits; in the data active = a potency from the dose series; inactive = the rest, 99 in 100 with displacement below about 15%; note: strong numbers were not always called active
Spn MK inh = S. pneumoniae MK inhibitors, primary screen, biochemical, PK/LDH-coupled NADH absorbance; mevalonate kinase [Streptococcus pneumoniae D39]; inhibition, % at 10 µM; 65,000 compounds, 0.48% hits; AID 555, 2006; purified MK, PK/LDH-coupled NADH absorbance 340 nm;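 active = ranked among the strongest by inhibition in the single 10 µM screen, a fixed top-ranked set picked for dose follow-up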; note: no value below 0 was filed
HT1080 cytotoxicity = cytotoxicity in HT1080 fibrosarcoma cells, cell-based, fluorescence readout (AID 620); HT1080 viability, fluorescence; higher % means a stronger effect; one-dose cytotoxicity, % at 10 µM; EC50 in µM for titrated hits; 87,000 compounds, 0.42% hits;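 note: cells exposed to compound overnight then 4 h with Alamar Blue; 0% = vehicle DMSO and 100% = killing control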
DPM-DC inhibit = S. pneumoniae DPM-DC inhibitors, primary screen, biochemical, PK/LDH-coupled NADH fluorescence; calls only at 10 µM; diphosphomevalonate decarboxylase (Streptococcus pneumoniae D39); AID 556, 2006; purified DPM-DC; 65,000 compounds, 0.49% hits;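 active = the 320 compounds with the highest percent inhibition in the single-dose primary screen, excluding strongly autofluorescent ones, cut at about 32% in these data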;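 note: kinetic rate of NADH fluorescence loss reporting ADP formed by the decarboxylase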
KRASV12 cytotoxicity = cytotoxicity in KRAS-transformed pancreatic duct cells, primary screen, cell-based, fluorescence, HTS (AID 431) | 63,000 compounds, 1.7% hits | HPDE-C7K KRASV12 cells, Alamar Blue viability, 48 h; higher % means a stronger effect | cytotoxicity, % at 10 µM; hits with a dose series show EC50 in µM;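 active = compounds whose percent cytotoxicity in the single-dose primary screen, scaled between solvent and toxic-drug controls, exceeds 50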;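 note: 0% = DMSO solvent wells and 100% = doxorubicin-treated wells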
LYP phosphatase = LYP phosphatase inhibitors, primary screen, biochemical, DiFMUP fluorescence, recombinant catalytic domain, 10 µM (AID 606); Tyrosine-protein phosphatase non-receptor type 22 (Homo sapiens); recombinant LYP catalytic domain, DiFMUP fluorescence; higher % means a stronger effect; inhibition, % at 10 µM; hits with a dose series show IC50 in µM; 52,000 tested, under 10 active;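 active = IC50 under 40 µM in the dose-response test; inactive = IC50 of 40 µM or more, or never dose-tested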
Spn PMK inh = S. pneumoniae PMK inhibitors, primary screen, biochemical, mevalonate pathway, pilot trial included | 65,000 compounds, 0.49% hits | purified PMK, PK/LDH-coupled NADH absorbance 340 nm | inhibition, % at 10 µM | AID 539, 2006;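 active = top-ranked compounds by inhibition in the single 10 µM screen, taking a fixed number of the strongest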;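 note: 0% = full reaction with DMSO carrier and 100% = background rate without enzyme reaction; no value below 0 was filed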
HPDE-C7 cytotoxicity = cytotoxicity in HPDE-C7 cells, cell-based, fluorescence, HTS (AID 430); 63,000 compounds, 1.8% hits; HPDE-C7 pancreatic duct cells viability, fluorescence; higher % means a stronger effect; one-dose cytotoxicity, % at 10 µM; EC50 in µM for titrated hits;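 note: cells exposed to compound for 48 hours before viability readout; 0% = vehicle and 100% = reference cytotoxic drug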
Spn PMK inh pilot replicates = also measured in Spn PMK inh; calls as there; inhibition, %; measured here: pilot screen replicates
Spn MK inh pilot replicates = further read-out of Spn MK inh, marked with its call; inhibition, %; measured here: pilot screen replicates
DPM-DC inhibit pilot screen % = also measured in DPM-DC inhibit; calls as there; inhibition, %; measured here: pilot screen trials
Active calls of the source: *; i = inactive; . = not tested or not shown. Cut-off read from the data, not from the text of the source, unless noted: active = cytotoxicity above about 50%; inactive = the rest. An unsorted share of the library; any-hit rate near 3.5%.

SMILES	TNAP inhibition	Bfl-1 inhibitors	Spn MK inh	HT1080 cytotoxicity	DPM-DC inhibit	KRASV12 cytotoxicity	LYP phosphatase	Spn PMK inh	HPDE-C7 cytotoxicity	others
CCCCSCCCNC(=O)CS(=O)Cc1nc(-c2cccc(C)c2)oc1C (stereo not drawn)	6%	-12%	6	-14%	i	-17%	-16%	5	-17%	Spn PMK inh pilot replicates=0.0;Spn MK inh pilot replicates=0.0;DPM-DC inhibit pilot screen %=0.5
Cc1ccccc1-n1c(Cn2c(=O)sc3ccccc32)nnc1SCC(=O)NCC1CCCO1 (stereo not drawn)	4%	-1%	5	-2%	i	8%	3%	5	3%
O=C(CC1Oc2ccccc2NC1=O)NC1CC1 (stereo not drawn)	4%	0%	5	5%	i	7%	-2%	11	-9%
CC1(C)NC(C)(C)c2nonc2/C1=N\O	4%	-9%	4	-5%	i	.	.	17	.
N#C/C(=C(/O)COC(=O)CCCNC(=O)c1ccc(Cl)cc1)c1nc2ccccc2[nH]1	5%	-8%	0	0%	i	-16%	7%	8	-13%
Cc1cc(C)cc(N2CC(C(=O)O)CC2=O)c1 (stereo not drawn)	17%	0%	4	.	i	-4%	2%	10	1%
Cc1ncc(CO)c2cc(C(N)=O)c(=Nc3ccccc3)oc12	5%	7%	2	-1%	i	-8%	0%	7	10%
C[C@]12C=CC(=O)C=C1CC[C@H]1[C@@H]3C[C@@H](O)[C@](O)(C(=O)CO)[C@@]3(C)C[C@H](O)[C@@]12F	13%	-9%	10	.	i	-2%	.	1	3%	Spn PMK inh pilot replicates=1.5;Spn MK inh pilot replicates=0.0;DPM-DC inhibit pilot screen %=0.0
Cc1ccc(S(=O)(=O)N2CCN(C(=O)N(C)C)CC2)cc1C	-1%	0%	0	0%	i	-18%	7%	3	-2%
O=C(COc1ccccc1Cl)N(Cc1ccco1)C1CCS(=O)(=O)C1 (stereo not drawn)	8%	-2%	5	-4%	i	3%	13%	0	7%
Cc1nnc(SCCn2c(N(C)Cc3ccccc3)nc3c2c(=O)n(C)c(=O)n3C)s1	.	.	7	-5%	i	.	0%	10	.
COc1ccc(OC)c(N/C=C2/CCCCC2=O)c1	12%	0%	4	-7%	i	-4%	4%	7	7%
Cc1cccc(Cl)c1OCCCCn1ccnc1	8%	-4%	9	-5%	i	-16%	11%	0	-8%
CCN(CC)C(=O)CSc1nc2sc(C)c(C)c2c(=O)[nH]1	-1%	0%	0	-6%	i	5%	11%	4	2%
COC(=O)c1ccc(CSc2nc(-c3ccco3)cc(C(F)(F)F)n2)o1	.	.	5	5%	i	.	.	0	.
C=CCNC(=O)C1CCN(S(C)(=O)=O)CC1	2%	-1%	1	26%	i	-2%	4%	10	1%
CCOc1ccc(/C=c2\sc3nc(-c4ccco4)nn3c2=O)cc1OCC	2%	3%	0	22%	i	15%	.	14	22%
CC1(C)CC(=O)C(/C=N/c2ncccc2C(=O)O)=C(O)C1	8%	-5%	7	.	i	-1%	-4%	10	-10%
Cc1cc(C)c2c(CN3CCN(Cc4ccc5c(c4)OCO5)CC3)cc(=O)oc2c1	18%	-10%	5	-17%	i	33%	.	7	24%
S=c1[nH]nc(C23CC4CC(CC(C4)C2)C3)n1Cc1ccco1	13%	-8%	20	4%	i	-14%	.	4	-17%
CCC(C(=O)NC(C)CCc1ccco1)n1nc(C)n2c(cc3occc32)c1=O (stereo not drawn)	14%	4%	0	-3%	i	2%	.	23	1%	Spn PMK inh pilot replicates=0.0;Spn MK inh pilot replicates=0.0;DPM-DC inhibit pilot screen %=0.0
Cc1cc(NC(=O)CSc2nnc(COc3cccc(C)c3C)n2Cc2ccco2)no1	18%	-2%	13	-6%	i	16%	4%	11	4%	Spn PMK inh pilot replicates=0.5;Spn MK inh pilot replicates=0.0;DPM-DC inhibit pilot screen %=0.0
O=C(CSc1nnc2scc(-c3ccccc3)n12)c1ccc2c(c1)OCCO2	15%	-2%	17	-7%	i	8%	5%	10	-5%
COc1ccc(CC(=O)NC(CC(=O)O)c2ccc(OC)cc2)cc1 (stereo not drawn)	3%	-3%	0	0%	i	1%	11%	8	-8%
C=CCSC1=C(C#N)C(c2ccccc2OCC)C(C#N)C(=O)N1 (stereo not drawn)	12%	-3%	9	-1%	i	-9%	12%	14	4%
CCOC(=O)c1cc(CC)sc1NC(=O)CCC(=O)O	11%	-1%	11	-4%	i	5%	-6%	13	3%	Spn PMK inh pilot replicates=1.5;Spn MK inh pilot replicates=0.0;DPM-DC inhibit pilot screen %=1.5
O=C(C1CN(S(=O)(=O)c2ccccc2)CCN1S(=O)(=O)c1ccccc1)N1CCCCCC1 (stereo not drawn)	8%	-1%	6	.	i	-13%	2%	0	-10%
CC#CCCCC(=O)Nc1cccc(C(=O)O)c1	10%	11%	1	4%	i	5%	2%	13	-2%
COc1ccccc1CC(NC(C)=O)C(=O)N1CCN(C(=O)Nc2ccccc2Cl)CC1 (stereo not drawn)	-2%	-3%	7	7%	i	5%	.	8	-10%
CCC1Oc2nc(SC)nnc2-c2ccccc2N1C(=O)c1ccccc1 (stereo not drawn)	4%	-2%	5	2%	i	-6%	10%	7	-10%

Continued, overlapping the part above by five compounds.
SMILES	TNAP inhibition	Bfl-1 inhibitors	Spn MK inh	HT1080 cytotoxicity	DPM-DC inhibit	KRASV12 cytotoxicity	LYP phosphatase	Spn PMK inh	HPDE-C7 cytotoxicity	others
CCOC(=O)c1cc(CC)sc1NC(=O)CCC(=O)O	11%	-1%	11	-4%	i	5%	-6%	13	3%	Spn PMK inh pilot replicates=1.5;Spn MK inh pilot replicates=0.0;DPM-DC inhibit pilot screen %=1.5
O=C(C1CN(S(=O)(=O)c2ccccc2)CCN1S(=O)(=O)c1ccccc1)N1CCCCCC1 (stereo not drawn)	8%	-1%	6	.	i	-13%	2%	0	-10%
CC#CCCCC(=O)Nc1cccc(C(=O)O)c1	10%	11%	1	4%	i	5%	2%	13	-2%
COc1ccccc1CC(NC(C)=O)C(=O)N1CCN(C(=O)Nc2ccccc2Cl)CC1 (stereo not drawn)	-2%	-3%	7	7%	i	5%	.	8	-10%
CCC1Oc2nc(SC)nnc2-c2ccccc2N1C(=O)c1ccccc1 (stereo not drawn)	4%	-2%	5	2%	i	-6%	10%	7	-10%
CCn1c(CSc2nc(C)cc(C)n2)nnc1SCC(=O)Nc1ccccc1	12%	5%	10	-4%	i	11%	-14%	11	-10%	Spn PMK inh pilot replicates=5.0;Spn MK inh pilot replicates=2.0;DPM-DC inhibit pilot screen %=0.0
O=S(=O)(NCC(c1cccnc1)N1CCN(c2ccc(F)cc2)CC1)c1cccs1 (stereo not drawn)	1%	-7%	4	3%	i	-10%	-1%	8	-12%
Cc1nc(N)sc1-c1csc(Nc2ccccn2)n1	9%	3%	0	5%	i	-10%	3%	0	-12%
COc1ccc(-c2cc(C(=O)OC3CCOC3=O)c3ccccc3n2)cc1OC (stereo not drawn)	4%	-4%	7	-8%	i	-1%	.	8	4%
COc1cc(C2c3c(n[nH]c3C)C(=O)N2c2ccc(C)cc2)ccc1O (stereo not drawn)	15%	-1%	10*	4%	i	58%*	-19%	0	53%*	Spn PMK inh pilot replicates=0.0;Spn MK inh pilot replicates=88*;DPM-DC inhibit pilot screen %=0.5
O=C(O)c1cc2nc(-c3ccc(F)cc3)cc(C(F)(F)F)n2n1	13%	2%	11	8%	i	-9%	.	24	-19%	Spn PMK inh pilot replicates=6.0;Spn MK inh pilot replicates=0.0;DPM-DC inhibit pilot screen %=3.5
COc1ccccc1OCCCn1c(=O)sc2ccccc21	4%	-3%	6	1%	i	13%	5%	7	8%
COc1ccc(Cl)cc1S(=O)(=O)n1cnc2ccccc21	18%	4%	0	0%	i	18%	1%	3	-21%	Spn PMK inh pilot replicates=4.5;Spn MK inh pilot replicates=0.0;DPM-DC inhibit pilot screen %=0.0
CN(Cc1cc(=O)[nH]c2ccccc12)C(=O)c1ccccc1	10%	-5%	13	-16%	i	8%	.	12	-6%
COc1ccc(Oc2c(-c3ccc(O)cc3O)n[nH]c2C)cc1	-20%	0%	8	-8%	i	27%	0%	7	26%
O=C(NCC1COc2ccccc2O1)c1ccc(Cl)cc1 (stereo not drawn)	8%	3%	10	-8%	i	-12%	3%	4	-17%
O=C(NCc1cccnc1)C1CCCN(S(=O)(=O)c2ccccc2)C1 (stereo not drawn)	-3%	-3%	3	6%	i	-15%	-19%	0	-10%
O=C(O)CCCC(=O)Nc1ccc(Cl)c(Cl)c1	12%	-1%	5	2%	i	12%	18%	9	11%
CCOC(=O)Cc1nnc(NC(=O)c2ccccc2OCC)s1	19%	4%	4	2%	i	-1%	-1%	9	12%	Spn PMK inh pilot replicates=2.0;Spn MK inh pilot replicates=1.5;DPM-DC inhibit pilot screen %=0.0
O=C(NCc1ccco1)c1ccc(S(=O)(=O)N2CCCc3ccccc32)cc1	19%	-8%	6	6%	i	-6%	-7%	4	-3%
COCCNC(=O)COc1ccc(Nc2ccccc2)cc1	7%	3%	9	0%	i	1%	.	0	2%
CC1Cc2ccccc2N1C(=O)CCNS(=O)(=O)c1ccc2c(c1)CCC(=O)N2 (stereo not drawn)	7%	3%	8	0%	i	-8%	1%	9	-10%
O=C(NCC(c1cccnc1)N1CCOCC1)C1CCCCC1 (stereo not drawn)	7%	5%	1	4%	i	-5%	6%	0	0%
COc1cc(OC)nc(NC(=O)NS(=O)(=O)c2ccc(OC(F)(F)F)cc2)n1	8%	-1%	0	0%	i	4%	18%	25*	-9%
Cc1cc(C)nc(Nc2nc(=O)c3ccccc3s2)n1	10%	-1%	6	2%	i	6%	-9%	0	0%
COC(=O)C1=C(N)Oc2cc(C)n(C)c(=O)c2C1c1ccc(Cl)c(Cl)c1 (stereo not drawn)	5%	2%	6	1%	i	-9%	9%	14	-4%
COc1ccc(NC(=O)NS(=O)(=O)c2ccc(C)cc2)c(OC)c1	12%	-6%	12	-13%	i	17%	11%	11	10%
CS(=O)(=O)N1CCN(C(=O)C(Sc2ccccc2)c2ccccc2)CC1 (stereo not drawn)	4%	-12%	8	5%	i	-12%	-14%	8	-13%
COc1cccc(NC(=O)Cn2cc3c(n2)CCCCC3)c1	16%	-10%	5	6%	i	-1%	5%	10	1%
Cc1nn2c(-c3ccccc3)c(-c3ccccc3)nc2[nH]c1=O	5%	3%	5	10%	i	0%	10%	11	-7%
CC(C)(C)c1csc(NC(=O)CSc2nc3ccccc3c(=O)[nH]2)n1	12%	-9%	0	-10%	i	14%	10%	14	3%
